LDHA block: qHTS assay for inhibitors of human lactate dehydrogenase; purified LDHA, NADH/diaphorase-resazurin fluorescence; active compounds read low; activity change, % (values are at about 110 or 230 µM); actives 0.15% (n = 480,000); in the data active = activity change below about -30%; inconclusive = mostly about -25% to -30%;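 also: plate controls were DMSO wells for no effect and wells without enzyme for full effect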
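Enzyme activity of human lactate dehydrogenase 5 (2 nM; 0.06 mM NADH, 0.2 mM pyruvate, 5 min, RT) is measured via a resazurin/diaphorase fluorescence readout of residual NADH.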
Pol beta inh: qHTS Assay for Inhibitors of DNA Polymerase Beta; actives 1.3% (n = 340,000); Pol beta primer extension/strand displacement, fluorescence kinetic; Potency, µM (doses to about 114 µM), inactives show top-dose activity change, negative = inhibition, most hits filed as inhibitors; P06746; also: potency is read from the fitted curve at half-maximal effect; % is scaled to controls: 0 for no effect and ±100 for the full control effect
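Pol beta (10 nM) was preincubated with compound for 15 min at room temperature. The reaction was then started with 50 nM substrate and read immediately and after a further 10 min at room temperature.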
GRP78 ERSR act: qHTS for Inducers of the Endoplasmic Reticulum Stress Response (ERSR) in Human Glioma: qHTS | U87-MG GRP78 promoter luciferase reporter, 16 h | Potency, µM, without a hit: at the highest dose activation, actives largely listed as activators | actives 0.02% (n = 420,000) | AID 602332, 2012; also: potency is read from the fitted curve at half-maximal effect; series mostly up to about 76 µM; % of control where 0% means no effect; nearly all actives have a fitted effect of over 35% in size
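Stably transfected U87-MG human glioma cells carrying a GRP78-based luminescent sensor were seeded at 1000 cells/well, pin-dosed with compounds and incubated 16 h. Luciferase reagent was then added, and end-point luminescence was read after 10 min at room temperature.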
BLM helicase inh: qHTS Assay for Inhibitors of Bloom's syndrome helicase (BLM); recombinant BLM DNA unwinding, fluorescence dequenching; AID 2528, 2010; actives 0.2% (n = 350,000); Potency, µM (titrated, usually from 56.1 µM), inactives show at the highest dose activity change, negative = inhibition, usual class: inhibitors;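 also: potency is read from the fitted curve at half-maximal effect; plate controls were vehicle for no effect and no enzyme for full effect; nearly all actives have a fitted effect of over 35% in size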
Pol eta inh: qHTS for Inhibitors of Polymerase Eta; DNA polymerase eta (Homo sapiens), Q9Y253; recombinant Pol eta, fluorescent DNA replication assay; Potency, µM (top dose mostly 114 µM), without a hit: at the top dose activity change, negative = inhibition, hits mostly inhibitors; actives 1.2% (n = 390,000); AID 588591, 2011; also: potency is read from the fitted curve at half-maximal effect; % is scaled to controls: 0 for no effect and ±100 for the full control effect
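Pol eta at 10 nM preincubated with compounds 15 min at room temperature; reaction started with fluorescent substrate (50 nM final) and read kinetically at 0 and 10 min.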
APEX1 inh: qHTS Assay for Inhibitors of the Human Apurinic/apyrimidinic Endonuclease 1 (APE1); recombinant APE1, TAMRA/BHQ-2 abasic DNA cleavage fluorescence; Potency, µM (top dose mostly 65.8 µM), for the others: at the top dose activity change, negative = inhibition, actives largely listed as inhibitors; actives 0.35% (n = 350,000); AID 2517, 2012;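 also: potency is read from the fitted curve at half-maximal effect; plate controls were vehicle for no effect and reference inhibitor for full effect; nearly all actives have a fitted effect of over 55% in size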
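Enzyme (0.75 nM final) and test compound are incubated 15 min at room temperature before adding 50 nM quenched THF abasic-site duplex. Cleavage dequenches TAMRA, followed at 525/598 nm over three reads one minute apart.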
Pol kappa inh: qHTS for Inhibitors of Polymerase Kappa; purified Pol kappa, fluorescent DNA synthesis assay, 10 min; Potency, µM (top dose mostly 107 µM), for the others: top-dose activity, negative = inhibition, actives largely listed as inhibitors; actives 0.53% (n = 400,000); also: potency is read from the fitted curve at half-maximal effect; % is scaled to controls: 0 for no effect and ±100 for the full control effect
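10 nM Pol kappa preincubated 15 min at room temperature with compounds, then reaction started with substrate at 50 nM final. Fluorescence read kinetically at 0 and 10 min; buffer-only wells served as negative control.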
Apoferritin bind: qHTS Assay for Identification of Novel General Anesthetics; Potency, µM (top dose mostly 77.5 µM), for inactives: at the top dose activity change, negative = displacement, hits mostly inhibitors; actives 0.074% (n = 350,000); Ferritin light chain (Equus caballus), P02791; apoferritin/1-aminoanthracene competitive binding, fluorescence; AID 485281, 2010; also: potency is read from the fitted curve at half-maximal effect; % is scaled to controls: 0 for no effect and ±100 for the full control effect; nearly all actives have a fitted effect of over 20% in size
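In PBS, apoferritin at 10 uM is loaded with 1-AMA from a 50% saturated solution. After 10 min of compound exposure at ambient temperature, reduced 535 nm fluorescence indicates probe displacement.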
POLI inh: qHTS for Inhibitors of Polymerase Iota. Potency, µM (highest dose often 115 µM), for the others: top-dose activity, negative = inhibition, actives largely listed as inhibitors. actives 1% (n = 390,000). DNA polymerase iota (Homo sapiens), Q9UNA4. AID 588590, 2011. Pol iota fluorescent replication assay, 10 min; also: potency is read from the fitted curve at half-maximal effect
Target sequence (Q9UNA4 whole entry, looked up): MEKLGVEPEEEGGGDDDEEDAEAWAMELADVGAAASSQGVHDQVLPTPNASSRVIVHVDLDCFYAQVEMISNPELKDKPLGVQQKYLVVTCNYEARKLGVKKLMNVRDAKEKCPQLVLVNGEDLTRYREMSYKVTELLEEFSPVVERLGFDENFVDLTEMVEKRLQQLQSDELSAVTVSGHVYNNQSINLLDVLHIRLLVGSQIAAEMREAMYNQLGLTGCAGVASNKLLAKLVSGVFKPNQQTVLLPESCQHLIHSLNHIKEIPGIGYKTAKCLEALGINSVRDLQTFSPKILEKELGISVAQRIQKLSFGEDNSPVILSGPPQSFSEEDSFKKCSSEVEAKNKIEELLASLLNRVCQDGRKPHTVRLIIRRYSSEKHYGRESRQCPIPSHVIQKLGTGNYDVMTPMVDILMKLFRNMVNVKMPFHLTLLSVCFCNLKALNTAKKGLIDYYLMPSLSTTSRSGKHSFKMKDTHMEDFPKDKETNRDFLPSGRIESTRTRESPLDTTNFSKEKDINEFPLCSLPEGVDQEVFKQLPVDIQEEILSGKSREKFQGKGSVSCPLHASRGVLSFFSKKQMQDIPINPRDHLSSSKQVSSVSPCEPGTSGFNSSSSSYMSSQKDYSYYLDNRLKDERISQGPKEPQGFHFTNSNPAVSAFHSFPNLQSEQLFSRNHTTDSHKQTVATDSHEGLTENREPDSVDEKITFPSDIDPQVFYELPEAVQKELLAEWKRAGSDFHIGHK
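Pol iota at 10 nM preincubated 15 min with compounds at room temperature; reaction started with fluorescent substrate, 50 nM final. Fluorescence read kinetically at 0 and 10 min; buffer-only wells as negative control.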
The depositor's hits bear a star; ? = inconclusive; nt = not tested or not shown; & = joins results of further samples; [ ] = remark or other dose. Unless noted, calls follow the shape of the dose curve; as a rule, active = well fitted curve in the direction sought with a large enough effect; inconclusive = small, poorly fitted or top-dose-only effect, or another doubt; inactive = no such curve, though single readings can be large; an effect the other way counts as inactive or inconclusive.

SMILES	LDHA block	Pol beta inh	GRP78 ERSR act	BLM helicase inh	Pol eta inh	APEX1 inh	Pol kappa inh	Apoferritin bind	POLI inh
COc1ccc(C(CNC(=O)C(C)Oc2ccc(Br)cc2)N2CCCC2)cc1 (stereo not given)	-0.2	nt	1.1%	nt	-11.2%	25.6%	-11.5%	nt	2.8%
Cc1noc(C)c1S(=O)(=O)N(CC(=O)NCc1ccccc1)c1ccc(C(C)C)cc1	-10.6&-9.1	0.1%&25.4%	-0.7%&-3.6%	-0.6%&1.7%	4.7%&-13.9%	39.3%	-12.1%&-6.5%	-8.9%&-4.7%	17.2%&-10.7%
CC(C(=O)NC1CCCc2ccccc21)N1CCN(Cc2ccc3c(c2)OCO3)CC1 (stereo not given)	-2.9	-1.1%	-1.3%	1.1%	-17.5%	3.9%	-2.8%	?	11.2%
CC1(NC(=O)N2CCCCC2)CCS(=O)(=O)C1 (stereo not given)	-14.6	18.9%	-3.7%	-2.1%	5.6%	4.2%	-12.8%	-9.2%	5.0%
COc1ccc(CC(=O)NNC2=Nc3cccc4cccc2c34)cc1OC	-4.8	-3.1%	-0.6%	-7.5%	-15.9%	-8.0%	-8.1%	-9.5%	21.2%
CCOC(=O)c1ccc(NC(=S)NCCCN2CCCC2=O)cc1	-11.4	5.8%	-4.4%	-5.1%	-6.9%	8.3%	-8.6%	-17.3%	146.5%[activator]
Cc1c([N+](=O)[O-])cc(C(=O)Nc2ccc3ncccc3c2)cc1[N+](=O)[O-]	-4.7	24.7%	-2.3%	-2.0%	4.1%	-7.6%	-15.5%	-8.1%	55.8%[activator]
CC1Cc2ccccc2N1C(=O)CSCC(=O)O (stereo not given)	0.4	48.9%	-6.0%	-0.5%	-16.6%	4.5%	-1.8%	-19.8%	-6.8%
O=C(C1CCCN(Cc2nc(-c3ccc(Cl)cc3)no2)C1)N1CCOCC1 (stereo not given)	-1.0	8.6%	1.5%	-1.5%	-13.9%	2.8%	0.8%	-4.9%	11.5%
COc1ccc(OC)c2c(C)cc(N3CCCN(C)CC3)nc12	20.4	39.5%	-3.6%	-4.8%	-13.8%	9.7%	-3.0%	2.2%	51.7%[activator]
COC(=O)Nc1nc2ccc(Br)cc2s1	-9.0	11.8%	4.7%	-0.3%	-18.6%	4.5%	-5.0%	-3.8%	40.1%[activator]
Cc1ccccc1NC(=O)Cn1nc(C)c2ccccc2c1=O	-3.3&9.7	8.7%	-2.6%	-11.1%	-21.4%	15.5%	-8.3%	-4.5%	111.1%[activator]

Molecules listed so far containing four or more nitrogen atoms (two):
SMILES	LDHA block	Pol beta inh	GRP78 ERSR act	BLM helicase inh	Pol eta inh	APEX1 inh	Pol kappa inh	Apoferritin bind	POLI inh
Cc1c([N+](=O)[O-])cc(C(=O)Nc2ccc3ncccc3c2)cc1[N+](=O)[O-]	-4.7	24.7%	-2.3%	-2.0%	4.1%	-7.6%	-15.5%	-8.1%	55.8%[activator]
O=C(C1CCCN(Cc2nc(-c3ccc(Cl)cc3)no2)C1)N1CCOCC1 (stereo not given)	-1.0	8.6%	1.5%	-1.5%	-13.9%	2.8%	0.8%	-4.9%	11.5%

Continuation.
SMILES	LDHA block	Pol beta inh	GRP78 ERSR act	BLM helicase inh	Pol eta inh	APEX1 inh	Pol kappa inh	Apoferritin bind	POLI inh
CCOC(=O)C1(CCOc2ccccc2)CCN(Cc2cccs2)CC1	-2.6	-3.0%	-4.9%	-5.9%	-15.8%	-9.6%	-9.4%	-15.2%	71.8%[activator]
COc1ccc(-n2c(Cc3cccn3C)nnc2SCC(=O)N2CCOCC2)cc1	-1.2	0.9%	2.6%	0.7%	-7.7%	-8.9%	-12.4%	-1.5%	-0.5%
Cc1cc(C)c(C)c(S(=O)(=O)N[C@@H](C)C(=O)OCc2cc(=O)n3cc(Br)ccc3n2)c1C	5.4	8.91µM*	-5.3%	-25.3%	?	-1.8%	?	?	50.1µM*
Cc1nnsc1C(=O)NNC(=O)Nc1ccccc1	1.1	-0.3%	-2.9%	1.2%	-1.4%	1.5%	-4.9%	-2.0%	17.8%
CCN(CC)c1ccc(/C=C/C2=C3C=CC=CC3NC=C2)cc1 (stereo not given)	-2.5	nt	0.0%	nt	nt	nt	-20.5%	nt	1.26µM*
CC(NC(=O)c1cccc(NC(=O)c2nsc3ccccc23)c1)c1ccccc1 (stereo not given)	-10.0	1.1%	-6.6%	-4.6%	-13.5%	nt	-15.5%[60.1 µM]	50.8%[activator]	?
COc1cccc(CNC(=O)CSCc2cnn(-c3ccccc3)c2-n2cccc2)c1OC	1.9	7.1%	-3.4%	-7.6%	-15.3%	0.3%	-16.0%	33.9%[activator]	9.2%
O=C(C[C@H]1C[C@H](C(=O)N2CCOCC2)[C@@]2(CCC3CCCC3)c3[nH]c4ccc(Cl)cc4c3CCN2C1=O)NCCc1ccccn1	-0.1	nt	-0.2%	nt	-24.5%	10.1%	-0.7%	nt	4.2%
COc1cccc(NC(=O)CN(C)C(=O)c2c(-c3c(F)cccc3Cl)noc2C)c1	-2.3	nt	0.3%	nt	-13.1%	-8.6%	-19.7%	nt	9.0%
O=C(NCCCN1CCOCC1)C1CCN(S(=O)(=O)c2cccc(C(F)(F)F)c2)CC1	-2.6	nt	1.5%	nt	-10.7%	35.6%	5.2%	nt	24.4%
Cc1oc(-c2ccccc2Cl)nc1CS(=O)(=O)CC(=O)NC1CCCC1	-8.5	5.7%	1.2%	-0.4%	-7.7%	45.5%[activator]	-7.0%	?	-10.6%
CC(=O)N1c2ccccc2C(=O)C1N1CCN(c2cccc(Cl)c2)CC1 (stereo not given)	2.5	0.6%	-4.1%	-9.9%	-11.5%	nt	-17.3%	-17.7%	11.8%
Cc1cccc(NC(=O)c2ccccc2-c2ccccc2)c1	-7.0	0.4%	-0.1%	-4.4%	3.2%	-1.5%	-3.5%	-14.8%	72.6%[activator]

Among those listed so far, two contain fluorine:
SMILES	LDHA block	Pol beta inh	GRP78 ERSR act	BLM helicase inh	Pol eta inh	APEX1 inh	Pol kappa inh	Apoferritin bind	POLI inh
COc1cccc(NC(=O)CN(C)C(=O)c2c(-c3c(F)cccc3Cl)noc2C)c1	-2.3	nt	0.3%	nt	-13.1%	-8.6%	-19.7%	nt	9.0%
O=C(NCCCN1CCOCC1)C1CCN(S(=O)(=O)c2cccc(C(F)(F)F)c2)CC1	-2.6	nt	1.5%	nt	-10.7%	35.6%	5.2%	nt	24.4%

Assay outcomes: PubChem, National Center for Advancing Translational Sciences (NCATS)

Only part of the results is shown; count on the stated rates, not on these rows.
